# Assay outcomes deposited in PubChem by The Scripps Research Institute Molecular Screening Center.
# OXTR potentiate: human OXTR potentiation; CHO-OTR cells, Fluo-8 calcium fluorescence, potentiator mode; 0% = oxytocin EC15, 100% = EC100; activation, % at 3 µM; 0.061% of 320,000 active; AID 2445;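 active = activation above that plate's cutoff, the mean activation of tested compounds plus 3 SD, cut at about 6.6% in these data, passing the limit was not always enough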;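 note: 100% uses oxytocin at 75 nM as the full agonist control; some results filed as inactive read as strong as hits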
# Target sequence (P30559 whole entry, looked up): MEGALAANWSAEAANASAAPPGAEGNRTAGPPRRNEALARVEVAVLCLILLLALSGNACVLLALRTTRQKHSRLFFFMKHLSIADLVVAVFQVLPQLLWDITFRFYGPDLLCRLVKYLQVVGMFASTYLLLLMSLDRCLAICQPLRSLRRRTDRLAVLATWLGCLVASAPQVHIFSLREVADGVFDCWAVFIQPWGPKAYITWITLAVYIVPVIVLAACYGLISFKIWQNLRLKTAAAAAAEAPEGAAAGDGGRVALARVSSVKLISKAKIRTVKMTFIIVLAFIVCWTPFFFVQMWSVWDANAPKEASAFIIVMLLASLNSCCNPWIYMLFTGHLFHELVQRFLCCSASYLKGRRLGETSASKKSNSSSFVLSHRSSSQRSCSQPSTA
#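 Dosing: Single dose, 3.0 µM nominal final compound concentration | Material: Human OTR in CHO cells | Technique: Kinetic Fluo-8 calcium fluorescence | Benchmarks: EC15 oxytocin alone as 0%, 75 nM oxytocin as 100% | Probe or stimulus: Oxytocin at about EC15, sub-maximal agonist stimulus | Incubation: Compound 6 min at room temperature before oxytocin, 100 s read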
# V1R ag counter: V1a receptor agonism, counter-screen for OXTR agonists; CHO-V1R cells, Fluo-8 calcium fluorescence, agonist mode; 0% DMSO, 100% 3 nM vasopressin; activation, % at 3 µM; 0.25% of 320,000 active;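 active = activation above the mean activation of all tested compounds plus 3 SD, per screening run, cut at about 20% in these data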;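 note: signal is peak over basal fluorescence ratio across a 100 second FLIPR read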
# CHO-K1 Ca ag: M1 agonist counterscreen hit in parental CHO-K1 cells; Fluo-8 calcium fluorescence; scaled to maximal ATP response, vehicle zero; activation, % at 3 µM; 0.48% of 360,000 active; AID 602248; in the data active = activation above about 15%;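 note: untransfected CHO-K1 host cells lacking M1 receptor as counterscreen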
# CHO-K1 Ca antag: M1 antagonist counterscreen hit in parental CHO-K1 cells. 0.6% of 360,000 active. ATP-induced calcium, Fluo-8 fluorescence. inhibition, % at 3 µM;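 active = inhibition above a per-plate cutoff, the plate's mean sample inhibition plus 3 SD, cut at about 24% in these data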;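 note: 0% = DMSO plus EC80 ATP and 100% = DMSO alone without ATP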
# CHRM1 agonist: activates human CHRM1 receptor. CHO-K1 hM1, Fluo-8 calcium fluorescence, agonist mode; 0% DMSO, 100% acetylcholine EC100. activation, % at 3 µM. 0.33% of 360,000 active. AID 588814;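 active = activation above the run's mean compound activation plus 3 SD, cut at about 16% in these data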;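 note: peak over basal fluorescence ratio within a 140 s kinetic read after compound addition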
# Target sequence (P11229 whole entry, looked up): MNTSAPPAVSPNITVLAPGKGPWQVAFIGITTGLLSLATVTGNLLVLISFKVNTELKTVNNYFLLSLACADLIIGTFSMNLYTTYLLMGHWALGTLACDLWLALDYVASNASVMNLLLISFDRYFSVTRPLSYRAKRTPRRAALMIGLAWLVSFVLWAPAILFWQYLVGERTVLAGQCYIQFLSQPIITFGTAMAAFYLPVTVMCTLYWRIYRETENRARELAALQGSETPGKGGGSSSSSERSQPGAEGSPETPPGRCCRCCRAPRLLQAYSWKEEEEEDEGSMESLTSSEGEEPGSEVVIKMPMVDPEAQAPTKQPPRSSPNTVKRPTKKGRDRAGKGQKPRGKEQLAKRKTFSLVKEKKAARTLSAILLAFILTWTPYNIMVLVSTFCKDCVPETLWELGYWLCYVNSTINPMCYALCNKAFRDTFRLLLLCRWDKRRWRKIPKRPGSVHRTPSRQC
# M1 PAM parental: counter-screen for M1 PAMs: effect in parental CHO-K1 cells; AID 602247; 0.02% of 360,000 active; activation, % at 3 µM; ATP EC20, Fluo-8 calcium fluorescence; 0% at ATP EC20, 100% at ATP max;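 active = activation above the run cutoff, the mean activation of all test compounds plus 3 SD, cut at about 40% in these data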;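 note: peak over basal fluorescence ratio in a 140 s read after ATP addition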
# TAAR1 antagonist: human TAAR1 antagonism; Q96RJ0; CHO RD-HGA16 TAAR1, Fluo-8 calcium fluorescence, antagonist; inhibition, % at 3 µM; 1.5% of 360,000 active;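 active = inhibition above a per-plate cutoff, the mean inhibition of test compounds on that plate plus 3 SD, cut at about 49% in these data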;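 note: 0% = DMSO plus EC80 beta-PEA response and 100% = DMSO alone without agonist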
#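 Test system: RD-HGA16 CHO cells with stable hTAAR1 and Gα16 / Probe or stimulus: EC80 β-phenethylamine stimulus / Times: seeding 17-24 h prior, 75-min 37 °C, 30-min RT dye loading / Detection: Fluo-8 calcium-sensitive fluorescence / Read-out basis: % inhibition scaled between DMSO and EC80 PEA controls / Repeats: singlicate, one well per test compound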
# CHO parental Ca: counter-screen: ATP calcium response change in parental CHO cells | inhibition, % at 5.6 µM | parental CHO-K1, ATP-induced calcium, Fluo-8 fluorescence | 0.63% of 330,000 active | AID 463079;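 active = inhibition above that plate's mean sample inhibition plus 3 SD, cut at about 26% in these data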;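 note: 0% = ATP-challenged DMSO wells and 100% = DMSO wells without ATP; some compounds past the cut are filed as inactive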
#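 Test system: parental CHO cells; detection: calcium-sensitive Fluo-8 fluorescence; evaluation: percent inhibition of calcium signal; also added: ATP as calcium-mobilizing challenge; repeats: one well per compound; control set: ATP-challenged DMSO wells low, unchallenged DMSO wells high; compound: single nominal dose of 5.6 µM per compound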
# TAAR1 ag: human TAAR1 agonism; Q96RJ0; CHO RD-HGA16 TAAR1, Fluo-8 calcium fluorescence; vehicle wells 0%, saturating PEA agonist 100%; activation, % at 3 µM; 0.99% of 360,000 active; AID 624467;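 active = activation above the mean activation of all test compounds in the run plus 3 SD, cut at about 38% in these data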
#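 Assay system – CHO-derived RD-HGA16 cells with stable Gα16 and human TAAR1 · Compound dosing – one-point dosing at 3 µM (nominal) · Incubation – 17-24 h seeding, 75 min 37 °C dye, 30 min RT · Measured by – kinetic Fluo-8 calcium fluorescence · Control set – DMSO vehicle as 0%, PEA at EC100 as 100% · Repeats – single well for each compound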
# Active calls of the source: *; x = no result given.
no.	smiles	OXTR potentiate	TAAR1 antagonist	TAAR1 ag	CHO-K1 Ca antag	CHO parental Ca	CHO-K1 Ca ag	V1R ag counter	CHRM1 agonist	M1 PAM parental
1	COCCNCC(=O)NCC12CC3CC(CC(C3)C1)C2	-5	-4	9	8	-24	0.1	1.0	-2	-7
2	CCOC(=O)c1cnc2c(-c3ccccc3)c(-c3ccccc3)nn2c1C	-21	-36	1	-22	-10	0.9	0.9	-2	4
3	CC(=O)c1cccc(N=Nc2c(-c3ccccc3)[nH]n(-c3ccccc3)c2=O)c1	-1	-13	1	7	-1	0.4	-0.2	-7	-2
4	CCN(CC)C(=O)COc1ccc(S(=O)(=O)N2CCOCC2)cc1	-3	7	9	-12	4	1.2	0.0	-6	18
5	Cc1cccc2cc(CN(Cc3cccnc3)C(=S)NCCCN(C)C)c(=O)[nH]c12	5	2	3	12	-15	0.1	0.4	-15	-11
6	O=C(Nc1ccccc1F)c1c[nH]c(=O)[nH]c1=O	2	-16	1	-9	-4	0.1	0.9	-3	-4
7	O=c1[nH]c(Cc2ccccc2)nc2scc(-c3ccccc3)c12	-14	44	14	-3	-15	-0.3	0.2	-3	3
8	O=S(=O)(c1ccc(Br)cc1)N1CCN(c2cc(-c3ccccc3)nc3ncnn23)CC1	0	x	x	8	-17	0.9	0.9	-3	-8
9	CCCCn1c(N)c(N(CCOC)C(=O)CN2c3ccccc3CC2C)c(=O)[nH]c1=O (configuration not stated)	-6	0	3	-2	1	1.0	2.1	1	-6
10	COCCOC(=O)c1c(NC(=O)CNCc2ccco2)sc(C(N)=O)c1C	-1	-27	6	-2	-12	0.2	0.5	-4	14
11	Cc1ccnc2c1ccc1ccccc12	9	-17	-2	9	-8	-0.8	-1.5	6	-10
12	COc1ccc(CC(=O)Nc2cccc(C(C)=O)c2)cc1S(=O)(=O)N1CCOCC1	-4	-2	4	11	-5	0.4	0.2	-3	-18
13	Cc1ccc(C(=O)N2CCCC(N(C)Cc3ccccc3)C2)s1 (configuration not stated)	x	-11	-1	-18	x	0.6	x	-7	6
14	O=C(N/N=C/c1ccccc1[N+](=O)[O-])c1ccncc1	-7	-5	-1	-7	0	0.3	1.2	-2	0
15	Cc1cccc(-n2c(SCc3ccc(C#N)cc3)nnc2-c2c[nH]c3ccccc23)c1	-5	35	1	-4	-14	0.1	1.4	-2	5
16	CC(=O)N1CC2(CC(=O)OC(C)C)CN(C(C)=O)CC(CC(=O)OC(C)C)(C1)C2=O	x	9	3	-10	x	-0.1	x	-2	-1
17	N/C(Cc1ccc(Cl)c(Cl)c1)=N\OC(=O)c1cccs1	-8	13	1	-4	-4	0.3	-0.1	-4	13
18	CCCCCC(=O)N(CN1C(=O)CCC1=O)c1ccccc1	-1	-8	4	-12	-15	1.9	0.9	-4	8
19	CC(=O)Oc1ccccc1C1OC(=O)c2ccccc2N1C(C)=O (configuration not stated)	-18	3	1	-4	-10	-0.1	0.5	-3	7
20	C=C(Cl)COc1ccc2c(C)cc(=O)oc2c1	1	8	-1	-2	-17	0.0	-1.5	-6	10
21	Cn1c(=O)c2c(nc(NCC(O)CO)n2CCc2ccccc2)n(C)c1=O (configuration not stated)	-7	-1	7	-6	-6	0.6	0.6	-2	22
22	Cc1cc(-c2ccccc2)c(C#N)c(N)n1	-4	-7	10	-2	4	0.5	0.7	-2	12
23	O=C(NC(=S)N1CCN(c2ccc(F)cc2)CC1)C12CC3CC(CC(C3)C1)C2	-8	20	1	3	-4	0.5	-0.3	-5	4
24	CC1(C)NC(=O)N(CCOc2cccc(Cl)c2Cl)C1=O	-1	-5	4	-14	-12	0.3	1.1	-6	10
25	CCCCN(C(=O)C1CCC1)c1c(N)n(Cc2ccccc2)c(=O)[nH]c1=O	-4	-9	1	-17	-18	0.2	0.3	-1	4
26	O=c1[nH]c(SCc2cccc(Cl)c2)nc2c1CCCC2	-10	-26	18	-9	-7	-0.2	-1.6	-6	12
27	N#CCc1ccc(Oc2ncc(C(F)(F)F)cc2Cl)cc1	-4	-6	6	11	3	1.0	1.1	-9	19
28	COc1cccc(S(=O)(=O)N(C)C[C@@H]2Oc3ncc(C#CCN(C)C)cc3C(=O)N([C@H](C)CO)C[C@H]2C)c1	x	-14	2	-10	x	0.7	x	-10	6
29	O=C(NCc1ccc(F)cc1)C1CC(=O)N(C2CCCC2)C1 (configuration not stated)	-4	1	8	-21	-10	1.7	0.7	-4	29
30	O=C(Nc1ccc2c(c1)OCCO2)c1cccnc1	-11	-9	10	5	1	-0.4	-0.2	0	-3
31	CCn1c(C)nc2cc(C(=O)NNC(=S)NC(=O)c3ccccc3)ccc21	-12	-4	4	-9	-26	-0.3	1.2	0	9
32	O=C(O)C1CC=CCC1C(=O)NCc1ccccc1 (configuration not stated)	2	7	10	-5	-10	0.2	0.1	-1	-7
33	CCc1ccccc1NC(=O)c1ccc2c(c1)CCN2S(C)(=O)=O	-3	-2	7	5	-12	13	1.4	4	7
34	CCCC(CCC)C(=O)Nc1ccncc1	-1	1	8	-7	1	0.7	0.6	-2	17
35	Cc1cccc(C(=O)Nc2cccc(Br)c2)c1[N+](=O)[O-]	-5	-9	-1	0	-12	0.7	0.4	-9	23
36	S=C(NC1CCCC1)N1CCN(c2ccccn2)CC1	-6	-4	2	0	9	0.6	-0.9	-13	-7

# Pulled one by one from above (two):
no.	smiles	OXTR potentiate	TAAR1 antagonist	TAAR1 ag	CHO-K1 Ca antag	CHO parental Ca	CHO-K1 Ca ag	V1R ag counter	CHRM1 agonist	M1 PAM parental
35	Cc1cccc(C(=O)Nc2cccc(Br)c2)c1[N+](=O)[O-]	-5	-9	-1	0	-12	0.7	0.4	-9	23
32	O=C(O)C1CC=CCC1C(=O)NCc1ccccc1 (configuration not stated)	2	7	10	-5	-10	0.2	0.1	-1	-7

# Next part
no.	smiles	OXTR potentiate	TAAR1 antagonist	TAAR1 ag	CHO-K1 Ca antag	CHO parental Ca	CHO-K1 Ca ag	V1R ag counter	CHRM1 agonist	M1 PAM parental
37	CCc1ccc(S(=O)(=O)NCc2csc(C)n2)s1	1	1	8	-13	-11	1.0	1.2	-3	19
38	CC[C@]12c3[nH]c4ccc(OC)cc4c3CCN1C(=O)C(CC(=O)NCCCn1ccnc1)C[C@@H]2C(=O)N1CCN(C(=O)C2CC2)CC1 (some centres not stated)	x	4	2	-18	-4	-0.2	x	-5	15
39	Cc1cc(NC(=O)CSc2nnnn2-c2ccccc2)no1	-10	2	10	6	-15	-0.5	0.2	-2	-15
40	CC(=O)c1cccc(N(CC(=O)NC2CCCCC2)C(=O)CNC(=O)c2cccs2)c1	-3	9	-1	-7	-17	0.5	-0.2	-3	9
41	C=CCn1c(CNC(=O)c2ccco2)nnc1SCC(=O)N1c2ccccc2Sc2ccccc21	-1	x	x	-20	-20	0.4	0.7	-10	21
42	CN(c1ccccc1)S(=O)(=O)c1ccc(Cl)c(C(=O)OCC(=O)c2c(N)n(C)c(=O)n(C)c2=O)c1	x	61*	12	-10	x	4.9	x	-5	7
43	Cc1ccc2nc(NC(=O)CCCc3nc4ccccc4s3)sc2c1	-19	29	13	-11	-9	0.9	0.3	-4	22
44	COc1cc(C(=O)OCc2cc(=O)n3ccsc3n2)ccc1OC(C)C	-4	-16	3	-6	-11	1.6	5.5	-1	-1
45	CCCOc1ccccc1/C=C(\C#N)C(=O)Nc1cccnc1	-8	-11	4	-2	-9	0.5	0.3	-4	11
46	CCN(CC)CCNC(=O)c1ccccc1C(=O)c1ncc[nH]1	-6	11	1	-13	7	0.2	0.3	-2	15
47	O=C(CN1CCCCC1)n1c2ccccc2c2ccccc21	-1	2	1	0	-12	0.2	-0.4	-5	13
48	COC(=O)CSc1nnc(CNC(=O)c2cc(OC)cc(OC)c2)n1-c1ccc(F)cc1	-4	-2	1	-12	-5	0.1	-0.2	-4	9
49	Cc1c(C(=O)NNC(=O)c2ccccc2O)oc2ccc(Br)cc12	-5	-4	4	-6	64*	0.7	1.2	-2	2
50	CN(C)c1nc(/C=C(\C#N)C(N)=O)c(Cl)n1-c1ccc(F)cc1	-2	0	8	3	3	0.1	0.4	-2	-8
51	O=C(Cc1ccccc1)NN1CCCCC1	-6	-5	-1	-7	-8	0.3	0.1	-3	-5
52	COc1cccc(C(=O)Nc2c3c(nn2-c2cccc(C)c2C)CS(=O)C3)c1OC (configuration not stated)	0	7	4	0	-7	0.9	0.5	-3	5
53	Cc1cccc(C(=O)NNC(=O)c2ccc(S(=O)(=O)N3CCOCC3)cc2)c1	-2	-12	9	10	9	0.1	0.3	3	-5
54	COC(/C=C/Nc1ccc(OC)cc1)=C(C#N)C#N	-3	0	8	-6	-1	-0.2	-0.1	-3	0
55	CCOC(=O)Nc1ccccc1C(=O)Nc1cc(C)cc(C)c1	-4	-32	1	-6	-9	2.6	0.1	-3	14
56	Cc1cc(C)cc(N(CC(=O)NC2CCCCC2)C(=O)CCCC(=O)Nc2ccccn2)c1	-12	-1	0	-14	-14	0.3	0.4	-5	4
57	O=C1CCc2cc(S(=O)(=O)NC(Cc3ccccc3)C(=O)NCCC3=CCCCC3)ccc2N1 (configuration not stated)	2	10	8	-5	-17	3.6	-0.2	-4	21
58	CCCOC(c1ccccc1)(c1ccc(C(F)(F)F)cc1)C(Oc1nc(C)cc(C)n1)C(=O)O (configuration not stated)	-10	-4	25	-2	-8	0.2	0.1	-5	-1
59	C=CCN1C(=O)C(CC(=O)O)S/C1=N/N=C/c1ccc(N(CC)CC)cc1 (configuration not stated)	3	-15	8	-16	-17	-0.1	0.0	-4	-4
60	O=C(CN1C2CCCC1CC(NC(=O)c1ccccc1)C2)Nc1nccs1 (configuration not stated)	-18	1	7	-7	-27	0.7	-0.3	-4	9
61	COc1ccc(S(=O)(=O)N(C)C[C@H]2OCCCC[C@H](C)Oc3ccc(N(C)C)cc3C(=O)N([C@H](C)CO)C[C@@H]2C)cc1	x	-34	-2	-5	x	-0.1	x	-10	14
62	Cc1cccc(-c2oc3ccccc3c2C#CCCCCO)c1	-5	14	12	-2	-17	0.2	1.0	-2	-7
63	NC(=O)c1oc2ccccc2c1NC(=O)c1ccco1	-8	36	12	6	-5	4.0	2.0	0	1
64	NC(=S)n1[nH]c(-c2ccc([N+](=O)[O-])cc2)c(N=Nc2ccccc2[N+](=O)[O-])c1=O	x	-10	15	-6	x	0.1	x	-3	11
65	CCN(CC)S(=O)(=O)c1cccc(NC(=O)CN2C(=O)NC3(CCOc4ccccc43)C2=O)c1 (configuration not stated)	x	-16	5	4	x	0.9	x	-7	-11

# Outcome played no part in choosing rows; about 3.3% have a hit in one of these screens.
